Assay outcomes as filed in PubChem BioAssay.
NadD block – inhibitors of S. aureus NadD, primary screen, biochemical, colorimetric, uHTS; inhibition, % at 20 µM; purified NadD enzyme, colorimetric absorbance read-out; Nicotinate-nucleotide adenylyltransferase NadD (Staphylococcus aureus N315); actives 0.78% (n = 360,000); in the data active means inhibition above about 26%; further: some compounds past the cut are filed as inactive
STEP inh – STEP phosphatase inhibitors, primary screen, biochemical, fluorescence intensity, uHTS | Tyrosine-protein phosphatase non-receptor type 5 (Homo sapiens), P54829 | inhibition, % at 20 µM | actives 0.25% (n = 360,000) | AID 588621, 2011 | recombinant STEP, OMFP fluorogenic substrate;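 active means inhibition at 20 µM, scaled per plate between control wells, above about 37%, limit read from the data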;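 further: 0% = DMSO with enzyme and substrate and 100% = substrate only without enzyme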
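Material: STEP (striatal-enriched tyrosine phosphatase) enzyme, cell-free | Medium: 50 mM Bis-Tris pH 6.0 with 2.5 mM DTT and 0.005% Tween 20 | Read-out: Percent inhibition scaled to no-enzyme and uninhibited-enzyme controls, plate-pattern corrected | Signal: Fluorescence read at 480 nm ex / 540 nm em | Times: 20 min reaction, room temperature, in the dark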
Scp-1 inhibitor – Scp-1 phosphatase inhibitors, primary screen, biochemical, colorimetric, uHTS | Carboxy-terminal domain RNA polymerase II polypeptide A small phosphatase 1 (Homo … | Recombinant Scp1, phosphopeptide, malachite green phosphate absorbance | inhibition, % at 20 µM | actives 0.88% (n = 340,000) | AID 493091, 2011;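 active means inhibition above about 50% at 20 µM, limit read from the data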;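 further: plate controls were DMSO wells with enzyme for no effect and wells lacking enzyme for full effect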
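System: SCP-1 catalytic domain; Reagent: Phospho 17-mer peptide substrate; Doses: one concentration, 20 µM, with 1.0% DMSO; Incubation: 45 min room-temperature reaction, 5 min colour, 30 min stabiliser; Signal: Phosphate-binding colour reagent, absorbance read at 630 nm.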
MLLE-PAM2 inh – inhibitors of PABP1 MLLE–PAM2 peptide binding, primary screen, biochemical, fluorescence polarization, FITC-PAM2, GST-MLLE | actives 0.36% (n = 360,000) | inhibition, % at 20 µM | Polyadenylate-binding protein 1 (Homo sapiens), P11940; in the data active means inhibition above about 35%, passing the limit was not always enough;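 further: plate controls were DMSO wells with GST-MLLE for no effect and wells lacking GST-MLLE protein for full effect; some results filed as inactive read as strong as hits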
Rpn11 inh – Rpn11 (PSMD14) deubiquitinase inhibitors, primary screen, biochemical, fluorescence polarization, uHTS. 26S proteasome non-ATPase regulatory subunit 14 (Homo sapiens), O00487. human 26S proteasome, Ub4-pepOG fluorescence polarization; 20S core pre-blocked with epoxomicin. calls only at 20 µM. actives 0.59% (n = 360,000). AID 588493, 2011;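 active means inhibition at 20 µM, scaled to each plate's controls, above about 33%, limit read from the data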
Tb MetRS inh – T. brucei MetRS inhibitors, primary screen, biochemical, luminescence; methionyl-tRNA synthetase (Trypanosoma brucei brucei); actives 0.4% (n = 360,000); purified T. brucei MetRS, ATP depletion, Kinase-Glo luminescence; inhibition, % at 11.9 µM; AID 624268, 2012;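 active means inhibition above a per-plate cutoff of the control wells' mean inhibition plus 3 SD, cut at about 5.5% in these data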;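 further: 0% = DMSO wells median and 100% = median of wells with control inhibitor compound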
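Test system: purified T. brucei MetRS enzyme. Also added: ATP, methionine and E. coli bulk tRNA substrates. Compound: 11.9 µM single point. Schedule: 15 min enzyme-compound preincubation, 2 h reaction, 10 min detection, 25 °C. Signal: luciferase luminescence of residual ATP, Kinase-Glo. Evaluation: percent inhibition versus plate control medians. Controls: DMSO wells, low control.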
LMPTP block – LMPTP phosphatase inhibitors, primary screen, biochemical, fluorescence intensity, uHTS | AID 651560, 2012 | inhibition, % at 20 µM | actives 0.22% (n = 360,000) | recombinant LMPTP-A, OMFP fluorogenic substrate;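 active means compounds that cut the enzyme signal by at least half of the control window in the single-dose screen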;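 further: plate controls were DMSO wells with enzyme plus substrate for no effect and substrate without enzyme for full effect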
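Test system – LMPTP-A enzyme · Amount – LMPTP-A at 0.625 nM final in the reaction · Buffer or medium – Bis-Tris pH 6.0, DTT, detergent · Reagent – OMFP 400 µM · Doses – single 20 µM dose · Schedule – reaction 50 min, room temperature, dark · Detection – fluorescence intensity of OMFP turnover product · Evaluation – percent inhibition versus substrate-only and uninhibited controls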
DNMT1 inh – human DNMT1 methyltransferase inhibitors, primary screen, biochemical, molecular beacon, fluorescence, HinP1I cleavage, uHTS; inhibition (reported as % activation of signal), % at 10 µM; actives 0.83% (n = 360,000); in the data active means inhibition above about 50%
Target sequence (P26358 504-1616 limits assumed): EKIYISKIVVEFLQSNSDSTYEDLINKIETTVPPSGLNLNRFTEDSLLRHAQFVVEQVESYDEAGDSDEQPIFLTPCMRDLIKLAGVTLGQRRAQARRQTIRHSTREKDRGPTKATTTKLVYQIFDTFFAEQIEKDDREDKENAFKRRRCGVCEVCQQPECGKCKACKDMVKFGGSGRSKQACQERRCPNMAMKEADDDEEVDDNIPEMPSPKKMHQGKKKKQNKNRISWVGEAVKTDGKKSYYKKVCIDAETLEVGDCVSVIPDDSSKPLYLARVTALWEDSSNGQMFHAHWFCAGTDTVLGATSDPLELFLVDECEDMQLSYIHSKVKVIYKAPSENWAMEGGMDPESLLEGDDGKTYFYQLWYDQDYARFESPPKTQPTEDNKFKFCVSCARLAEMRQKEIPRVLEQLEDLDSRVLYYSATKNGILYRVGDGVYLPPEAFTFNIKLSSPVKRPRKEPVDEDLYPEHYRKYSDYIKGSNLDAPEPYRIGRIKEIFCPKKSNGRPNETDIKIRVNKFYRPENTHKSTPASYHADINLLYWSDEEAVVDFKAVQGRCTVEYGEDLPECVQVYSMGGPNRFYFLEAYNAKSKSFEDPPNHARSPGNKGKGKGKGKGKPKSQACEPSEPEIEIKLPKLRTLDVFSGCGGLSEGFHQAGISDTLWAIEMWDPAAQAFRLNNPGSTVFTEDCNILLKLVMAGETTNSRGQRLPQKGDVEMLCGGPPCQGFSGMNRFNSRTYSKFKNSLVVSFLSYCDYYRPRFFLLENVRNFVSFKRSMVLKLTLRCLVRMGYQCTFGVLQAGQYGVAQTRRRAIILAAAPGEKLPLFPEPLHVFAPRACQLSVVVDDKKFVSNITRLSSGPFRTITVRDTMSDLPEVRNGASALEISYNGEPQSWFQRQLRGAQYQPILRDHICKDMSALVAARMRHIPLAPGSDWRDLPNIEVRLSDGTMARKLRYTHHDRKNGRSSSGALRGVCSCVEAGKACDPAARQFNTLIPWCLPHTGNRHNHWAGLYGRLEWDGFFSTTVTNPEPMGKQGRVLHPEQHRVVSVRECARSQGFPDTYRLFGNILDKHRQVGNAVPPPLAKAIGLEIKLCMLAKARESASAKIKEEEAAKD
SUMO1 PPI mod – modulators of SUMO1 protein-protein interactions, primary screen, biochemical, uHTS; SUMO1 binding to a labelled peptide, TR-FRET, 1 h; inhibition, % at 20 µM; actives 0.33% (n = 360,000); AID 602429, 2012; in the data active means inhibition above about 37%
CSN deneddyl inh – inhibitors of CSN-mediated cullin deneddylation, primary screen, biochemical, fluorescence polarization, uHTS; COP9 signalosome complex subunit 5 (Homo sapiens), Q92905; Purified CSN, SCF-Nedd8-OG deneddylation; inhibition, % at 12.5 µM; actives 0.38% (n = 360,000); AID 651999, 2013;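 active means pattern-corrected inhibition above about 35%, with an unprinted fluorescence ratio check between 0.5 and 1.5, limit read from the data, passing the limit was not always enough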;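 further: 0% = enzyme with substrate and 100% = substrate without enzyme; some results filed as inactive read as strong as hits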
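assay system = purified human Csn5 enzyme expressed in HEK293T cells | amount = 0.24 nM enzyme | buffer or medium = Tris/NaCl/DTT buffer, pH 7.5 | reagent = 10 nM SCFSkp2-Nedd8OG | compound = one concentration, 12.5 µM, 0.25% DMSO | times = 90 min reaction at room temperature | signal = FP | read-out basis = % inhibition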
The depositor's hits bear a star; i = inactive; / = not tested or not shown. Compounds as they come; any-hit rate near 3.6%.

SMILES | NadD block | STEP inh | Scp-1 inhibitor | MLLE-PAM2 inh | Rpn11 inh | Tb MetRS inh | LMPTP block | DNMT1 inh | SUMO1 PPI mod | CSN deneddyl inh
CCOc1ccc(Cl)cc1S(=O)(=O)N1CCC(C(=O)NCc2cccnc2)CC1 | 0.7 | 0.6 | 1.4 | 10.2 | i | -0.1 | 0.4 | 0.8 | 3.5 | 6.3
Cc1cc(C)cc(NC(=O)CCC(=O)Nc2nnc(C(F)(F)F)s2)c1 | -1.6 | -1.0 | -13.6 | -22.5 | i | 1.3 | 0.4 | 7.3 | 1.5 | -0.5
CN(C)CCN(Cc1ccccc1)C(=O)[C@H](Cc1ccccc1)N1C(=O)c2ccccc2C1=O | -5.5 | -1.6 | -5.3 | -51.9 | i | -0.1 | -0.6 | 2.1 | -0.7 | -3.7
CCN1C(=O)CC(SC2CC(=O)N(CC)C2=O)C1=O (stereo not drawn) | -1.5 | -1.6 | -4.7 | 35.5 | i | -0.5 | -2.1 | 0.1 | 4.0 | -2.8
FC(F)(F)c1cc(-c2ccco2)nc(-n2nnc3ccccc32)n1 | -9.3 | -1.4 | -4.3 | 8.2 | i | -1.0 | -0.2 | 0.4 | 1.7 | 0.1
CC1=NN(c2nc(-c3ccc(C)cc3)cs2)C(=O)C1N=Nc1cccc(O)c1 (stereo not drawn) | 38.3* | 2.0 | -4.5 | -23.6 | i | 0.8 | 2.8 | -8.4 | 16.1 | -6.8
CC1CCN(CC(=O)Nc2nn(-c3ccccc3)nc2C(N)=O)CC1 | -0.5 | -3.2 | -5.0 | -7.6 | i | -0.3 | -1.3 | 0.7 | 5.1 | 0.9
CN1CCN(c2ccccc2NC(=O)c2ccc(-c3ccccc3)cc2)CC1 | -3.0 | 4.2 | -4.2 | 10.8 | i | -1.1 | 0.6 | -3.7 | -3.8 | 1.9
O=C(COC(=O)c1cc(S(=O)(=O)N2CCOCC2)ccc1O)NCCc1ccccc1 | -2.5 | 5.2 | -7.6 | -4.1 | i | 0.1 | -1.0 | 0.5 | 5.3 | 4.4
CCC(C)N1C(=S)SC(C)(C)C1N(O)C(=O)NC1CCCCC1 (stereo not drawn) | -4.8 | 0.2 | -8.9 | 0.1 | i | -0.5 | -0.5 | -3.5 | 1.8 | 1.6
CCn1c(COC(=O)CNC(=O)c2ccccc2)nc2cc(S(=O)(=O)N(C)C)ccc21 | -0.4 | 3.0 | -0.4 | -7.5 | i | 0.1 | 0.2 | 1.5 | 5.9 | -1.2
O=S1OCCN1c1ccccc1 (stereo not drawn) | -2.3 | 42.2* | -2.3 | 7.6 | i | -0.2 | -1.1 | 0.6 | 1.3 | -1.8
CCc1c(C)sc(NC(=O)c2cc(-c3ccc(OC)c(OC)c3)on2)c1C#N | -0.3 | 1.7 | -4.3 | -6.4 | i | 0.0 | 0.0 | -11.8 | -1.5 | 0.0
COc1ccc(C(O)c2nc(-c3cccc(O)c3)cs2)cc1 (stereo not drawn) | -2.6 | -2.5 | / | -2.4 | i | -0.3 | 0.8 | -5.1 | -7.3 | -0.9
O=C(O)C(CC1CCCCC1)N1CCS(=O)(=O)CC1 (stereo not drawn) | 1.5 | -1.7 | 4.5 | -2.1 | i | -1.3 | 0.6 | 3.5 | -9.4 | -8.1
CCN(CC)CCn1c(=N)n(CCOc2ccccc2)c2ccccc21 | -3.0 | -0.5 | -4.3 | 5.5 | i | 0.7 | 1.1 | -2.6 | -2.1 | 0.1
N#Cc1c(NCCCO)nc(NCc2ccccc2)c2c1CCN(Cc1ccccc1)C2 | -3.8 | -3.5 | -2.0 | 32.0 | i | 42.0* | -0.1 | -24.4 | -4.9 | 5.8
C#CCOCCOCCOCCNc1nc(N2CCN(C(=O)C([C@@H](C)O)n3cc([C@@H](N)CCCCN)nn3)CC2)nc(N2CCN(C(=O)[C@H](CC(N)=O)n3cc(C(N)[C@@H](C)CC)nn3)CC2)n1 (stereo partly drawn) | 3.6 | -1.9 | -4.2 | -1.4 | i | 0.0 | -9.8 | -3.4 | -56.5 | -4.6
CCc1cccc2c1NC(=O)C21N2CCCC2C(C(=O)c2ccc3ccccc3c2)C12C(=O)Nc1ccccc12 (stereo not drawn) | 39.4* | -2.7 | 2.5 | 1.0 | i | -1.0 | 1.3 | -19.2 | -1.3 | -5.6
CO/N=C(/CS(=O)(=O)c1ccc(Br)cc1)c1ccc(OC)cc1 | -3.2 | -15.6 | -17.1 | 3.2 | i | -0.6 | 1.0 | -5.6 | -0.3 | -0.4
Cc1c(NC(=O)c2cc(-c3cccs3)on2)c(=O)n(-c2ccccc2)n1C | 2.4 | 3.8 | -5.6 | -2.1 | i | -1.4 | -0.6 | -4.8 | -5.6 | 1.2
O=C(Nc1ccc(NC(=O)c2ccc([N+](=O)[O-])cc2[N+](=O)[O-])cc1)c1ccco1 | -7.9 | 3.2 | 17.1 | 8.3 | i | -0.7 | 2.3 | 1.9 | -22.2 | 0.4
CCC1=C(OC(=O)N(CC)CC)N2C(=O)OC(=NCc3ccccc3)[C@]2(C)[C@H]2C1=CC[C@H]1C(=O)NC(=O)[C@H]12 | 3.4 | -1.0 | -8.7 | 11.9 | i | 0.0 | -1.5 | 0.9 | 0.9 | 0.3
CC(=O)N(Cc1ccco1)C1(C(=O)NC2CCCCC2)CCCCC1 | 0.3 | -4.2 | -6.2 | -11.5 | i | -0.3 | -0.5 | -1.3 | -2.0 | 0.5
CCN(CC)S(=O)(=O)c1cccc(NC(=O)c2ccc(Br)cc2)c1 | -6.0 | 0.9 | -11.1 | 5.2 | i | 1.9 | 1.4 | 1.0 | 9.7 | -8.8
COc1ccc(C(=O)CN2C(=O)NC3(CCc4ccccc43)C2=O)c(OC)c1 (stereo not drawn) | -10.9 | -2.1 | -5.7 | -2.7 | i | -0.5 | -0.6 | 0.8 | -3.6 | -0.5
O=C(CCOc1ccccc1)Nc1nnc(-c2ccc3c(c2)OCCO3)o1 | 2.9 | -0.8 | -1.0 | 8.3 | i | -0.2 | 0.2 | 1.9 | -6.0 | 4.6
Cc1ccc(/C=N/NC(=O)CNC(=O)c2cccc([N+](=O)[O-])c2C)o1 | 1.7 | 0.2 | -8.3 | 3.5 | i | 0.3 | 0.9 | 1.4 | -12.7 | -4.7
Cn1cccc1C1C(C#N)=C(N)OC2=C1C(=O)CC(C)(C)C2 (stereo not drawn) | -0.2 | -4.1 | -5.2 | 9.1 | i | 0.0 | -0.6 | -0.7 | -3.3 | 1.0
Fc1ccc(NC(=S)Nc2ccc(Cl)cc2)cc1 | -1.7 | 0.4 | -1.7 | 14.4 | i | -0.6 | 2.0 | 1.8 | 0.7 | -0.5
NS(=O)(=O)c1ccc(CCNC(=O)CNC(=O)c2ccccc2Br)cc1 | -2.2 | 3.0 | -7.7 | 0.9 | i | 0.2 | -1.4 | -1.7 | 1.2 | 3.0
COc1cc(NS(=O)(=O)c2cccc3nsnc23)c(C(=O)O)cc1OC | 2.5 | -2.8 | 7.1 | -3.0 | i | -1.4 | -0.3 | 0.5 | -19.1 | -3.9
O=C(c1cnccn1)N1CCc2ccccc2C1 | 2.9 | -2.0 | -10.6 | 1.5 | i | 0.2 | 0.1 | -1.4 | -1.8 | -8.3
Cc1ccc(NC(=S)N(Cc2cccc(Br)c2)CC2CCC(C(=O)O)CC2)cc1 (stereo not drawn) | -1.3 | 2.7 | 2.6 | -38.5 | i | -0.7 | 1.2 | -1.5 | 2.9 | 1.0
CCN(Cc1ccccc1)C(=O)CSc1ccccc1C(=O)O | 0.2 | 0.1 | 1.0 | -0.8 | i | -0.4 | -1.5 | 1.8 | -0.1 | -5.7
Nc1cc(C(=O)OCC(=O)NCc2ccc(F)cc2)ccc1Cl | 6.7 | -0.7 | -6.7 | -10.3 | i | 43.0* | -0.7 | 1.0 | -0.6 | -0.7
COCC(=O)N(CCc1ccc(OC)c(OC)c1)Cc1cc2cc(C)ccc2nc1Cl | 2.9 | -0.8 | -2.5 | -0.1 | i | -1.1 | -1.3 | -4.9 | -1.8 | 8.1
O=C(O)c1ccc(NNC(=S)Nc2cc(C(F)(F)F)ccc2Cl)cc1 | -4.6 | 5.0 | -0.6 | 19.1 | i | 0.5 | 2.3 | -1.2 | 1.0 | 2.0
O=C(NCc1ccccc1)C(c1cccnc1)N(C(=O)c1ccccn1)c1ccc(F)cc1 (stereo not drawn) | 4.6 | -0.6 | -1.2 | -6.0 | i | -0.1 | -1.2 | 0.1 | -3.7 | -0.1
Cc1c(C)n(CCO)c2ncnc(Nc3ccc(F)cc3)c12 | -2.8 | 1.8 | -6.5 | 5.2 | i | 0.2 | -0.4 | -1.9 | 13.6 | 0.8
Cc1cc(C)c(NC(=O)CNC(=O)COC(=O)/C=C/c2cccs2)c(C)c1 | -7.7 | 2.7 | -0.6 | 12.4 | i | 0.0 | -0.7 | 1.4 | -19.9 | -5.2
CC(Sc1nnc(C2CCCCC2)n1N)C(=O)NCc1ccc2c(c1)OCO2 (stereo not drawn) | -1.8 | -2.3 | 6.2 | -42.5 | i | -0.1 | -1.2 | 0.4 | -2.3 | -8.2
